Screens: PubChem, several laboratories
RmlCD inh 1536: inhibitors of Mycobacterium tuberculosis RmlC and RmlD coupled enzymes | 160,000 compounds, 0.03% hits | AID 1533 | P9WH09+P9WH11 | RmlC+RmlD coupled enzyme assay, percent inhibition; primary screen in compound mixtures | inhibition, % at 3.6 µM; in the data active = inhibition mostly above about 34%, no sharp cut-off; inconclusive = no clear call, values can overlap the other calls; inactive = mostly below about 22%; also: some results filed as inactive read as strong as hits
Target sequence (P9WH09 whole entry, looked up): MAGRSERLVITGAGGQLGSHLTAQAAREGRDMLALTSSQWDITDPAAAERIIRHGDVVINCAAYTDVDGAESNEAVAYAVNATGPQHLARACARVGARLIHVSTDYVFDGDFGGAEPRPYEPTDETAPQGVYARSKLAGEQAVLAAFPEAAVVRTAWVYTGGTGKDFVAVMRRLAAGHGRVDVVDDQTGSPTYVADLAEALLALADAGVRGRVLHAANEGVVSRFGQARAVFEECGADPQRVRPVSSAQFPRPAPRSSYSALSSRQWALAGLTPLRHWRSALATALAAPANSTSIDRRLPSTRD
Target sequence (P9WH11 whole entry, looked up): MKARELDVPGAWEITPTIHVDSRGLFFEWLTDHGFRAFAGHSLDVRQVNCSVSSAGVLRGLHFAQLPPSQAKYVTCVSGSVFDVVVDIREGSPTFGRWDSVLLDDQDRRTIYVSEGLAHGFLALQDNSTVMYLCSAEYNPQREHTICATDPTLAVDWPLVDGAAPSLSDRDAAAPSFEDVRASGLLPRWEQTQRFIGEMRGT
GlmU inhibition: inhibition of mycobacterial GlmU enzyme – biochemical, glucosamine-1-phosphate acetyltransferase (AID 1376); M. tuberculosis GlmU acetyltransferase enzyme assay; higher % means a stronger effect; 220,000 compounds, 0.25% hits; one-dose inhibition, %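 (tested at 30 µM in the primary screen)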; IC50 in µM for titrated hits; in the data active = inhibition above about 13%; inconclusive = no clear call, values can overlap the other calls;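 also: 0% = complete reaction with vehicle and 100% = reaction without substrate; strong numbers were not always called active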
* = called active by the depositor; ? = inconclusive; · = no result given; & = joins results of further samples. Some of the compounds tested. The share of hits here may be higher or lower than overall.

SMILES	RmlCD inh 1536	GlmU inhibition
O=C(NCc1ccc(Cl)cc1)C(=O)NCC1OCCN1S(=O)(=O)c1ccc2c(c1)OCCO2 (centres undefined)	·	1.9%
O=C(COC(=O)Cc1ccsc1)NC1CCCCCC1	·	-2.6%
O=S(=O)(c1ccc(N2CCN(S(=O)(=O)c3ccc4c(c3)OCCO4)CC2)nc1)N1CCCC1	-9	0.2%
Cc1ccc(-c2ccc(SCC(=O)N3CCN(c4ccccc4)CC3)nn2)cc1	20	3.2%
CCCCC[C@H](O)/C=C/C1=C(CCCCCCC(=O)O)C(=O)CC1	·	0.0%
C=CCn1c(SCc2ccc(Cl)cc2)nc2c1c(=O)[nH]c(=O)n2C	-3	-0.1%
Cc1ccnc(NC(=S)NC(=O)/C=C/c2ccco2)c1	19	-0.7%
Cc1nc2c(-c3ccc(F)cc3)cnn2c2c1CCC2	-1	-3.0%
O=C(c1ccco1)N1CCN(C(=O)c2cnn3c(C(F)(F)F)cc(-c4cccs4)nc23)CC1	7	0.7%
COC(=O)c1sccc1NC(=O)/C=C\c1ccc(Cl)cc1Cl	-4	0.9%
OCC1CCCC(n2cnc3c(=S)nc[nH]c32)O1 (centres undefined)	·	4.7%
CCCCn1c(N)c(Br)c(=O)[nH]c1=O	·	0.1%
CCC(NC(=O)c1ccccc1NC(=O)c1ccco1)C(=O)NNC(=O)c1ccc(OC)cc1 (centres undefined)	-5	0.2%
CSc1cccc(NC(=O)c2cnn3ccccc23)c1	7	-9.0%
C/C(=N\NC(=O)COc1ccc([N+](=O)[O-])cc1)C(C)(C)C	·	-0.1%
O=C(NCC1CCCO1)c1cccc(-n2cnnn2)c1 (centres undefined)	6	?
Cc1ccc(OCCSc2nc3ncnc(N)c3[nH]2)cc1	-5	2.0%
CC1CCc2c(sc(NC(=O)COC(=O)C3CCCO3)c2C#N)C1 (centres undefined)	11	-6.4%
O=C(O)c1ccc(/C=N/NC(=S)NCc2ccccc2)cc1	-8	-1.5%
COC(=O)c1[nH]c2ccc(C)cc2c1NC(=O)CN1CCCC(C)(C)C1	16	0.0%
Cc1cc2oc(=O)cc(CN3CCN(C/C=C/c4ccccc4)CC3)c2cc1O	1	-1.7%
Cc1ccc(/C=C/C(=O)N2CCN(S(=O)(=O)c3c(C)c(C)cc(C)c3C)CC2)o1	-4	-5.1%
COc1ccc(Cn2c(-c3ccc(C)cc3)c[n+]3ccccc23)cc1	-7	-5.5%
COc1ccccc1CNC(=O)c1ccc(CS(=O)(=O)c2ccccc2OC)o1	-8	2.1%
N#CC1=C(N)Oc2n[nH]c(-c3ccc(F)cc3)c2C1c1cccc(OC(=O)N2CCOCC2)c1 (centres undefined)	7	-4.3%&-3.8%
CCOC(=O)c1c(NC(=O)CN2C(=O)NC(C)(c3ccc(OC(F)F)cc3)C2=O)sc(C)c1C (centres undefined)	4	3.5%
O=C(COc1cc(F)ccc1[N+](=O)[O-])Nc1ccc(N2CCOCC2)cc1	·	-4.5%
CCOC(=O)C(C)n1cnc2c(oc3ccccc32)c1=O (centres undefined)	-5	-1.3%
Cc1c(C(=O)O)oc2ccc(S(=O)(=O)NCc3ccc(F)cc3)cc12	·	0.5%
Cc1ccc(N(C(C)C(=O)N2CCOCC2)S(C)(=O)=O)cc1C (centres undefined)	1	4.0%
Cc1ccc(C(=O)NCC(=O)OCC(=O)c2cc(C)n(Cc3ccco3)c2C)cc1	-5	-3.2%
COc1ccc(NC(=O)C2CCCN2S(=O)(=O)c2ccc(C)cc2)cc1 (centres undefined)	·	2.5%
CCOC(=O)C1=C(C)N(c2ccccc2)C(=O)NC1c1cccc([N+](=O)[O-])c1 (centres undefined)	·	-3.3%
CCOC(=O)N1CCC(N2C(=O)c3ccccc3C2Nc2ccc(Cl)cn2)CC1 (centres undefined)	-7	-1.1%
Cc1cc(C)n(C(=O)c2ccc([N+](=O)[O-])cc2[N+](=O)[O-])n1	9	-5.5%
O=C(COc1cccc(C(F)(F)F)c1)N1CCN(c2ccc(O)cc2)CC1	0	7.9%
CN(NC(=O)c1ccccc1)c1nc2ccccc2nc1C(F)(F)F	5	6.7%
Cc1cccc(C)c1OCC(=O)N=Nc1c(O)[nH]c2ccc(Br)cc12	-12	·
Clc1cccc(CSc2nccn2-c2ccccc2)c1	-5	2.3%
CC1CN(c2ncnc3c2cnn3-c2ccc(Cl)cc2)CC(C)O1 (centres undefined)	·	-2.6%

Whole records from above.
Shown for `CN(NC(=O)c1ccccc1)c1nc2ccccc2nc1C(F)(F)F` = RmlCD inh 1536 = 5; GlmU inhibition = 6.7%
Shown for `Cc1cccc(C)c1OCC(=O)N=Nc1c(O)[nH]c2ccc(Br)cc12` = RmlCD inh 1536 = -12; GlmU inhibition = ·

(further entries)
SMILES	RmlCD inh 1536	GlmU inhibition
CCOc1ccc(N(CC(=O)Nc2c(C)cccc2C)S(=O)(=O)c2c(C)[nH]c(=O)[nH]c2=O)cc1	-6	-0.4%
Cc1ccc(Nc2nc(CSc3nnnn3-c3ccccc3)cs2)cc1	-2	3.5%
Cc1cc(CNC(=O)C2(C(F)(F)F)C/C(=C\CCO)CCCO2)nn1C (centres undefined)	·	2.6%
COc1ccc(OC)c(N2CC(O)(c3ccccc3)[N+]3=C2SCCC3)c1 (centres undefined)	0	-2.9%
CCc1ccc2[nH]c(=O)c(CN(CCN(C)C)C(=O)Nc3ccccc3OC)cc2c1	33	-2.0%
NS(=O)(=O)c1ccc(NC(=O)COC(=O)CCC2CCCCC2)cc1	11	0.8%
Cc1[nH]c2ccc(-c3nnc(SCC(=O)c4ccccc4F)o3)cc2c1C	-12	1.9%
CCOC(=O)c1c(-c2ccc(OC)cc2)csc1NC(=O)CSc1nnc(C)c(=O)[nH]1	6	1.6%
C/C=C/C=N/Nc1nc(C)cc(=O)[nH]1	-9	3.4%
Cn1c(Cn2c(=O)sc3ccccc32)nnc1SCc1cccc(F)c1	-9	-0.7%
NC(=O)c1ccccc1Nc1nc2nc3ccccc3c(=O)n2cc1Br	3	-0.8%
C/C(Cn1nnc([N+](=O)[O-])n1)=N\NC(=O)c1ccc(O)cc1O	-13	1.8%
COc1ccc(Cn2nnnc2C(c2cc3cc(C)ccc3[nH]c2=O)N2CCOCC2)cc1 (centres undefined)	·	7.4%
CCc1nnc(NC(=O)c2ccc3c(c2)C(=O)N(CC)C3=O)s1	·	-2.9%
O=C(Nc1ccccn1)C(=O)N1CCCCC1	·	-3.2%
O=c1c(Cl)c(NCC2CCCO2)cnn1C12CC3CC(CC(C3)C1)C2 (centres undefined)	7	3.0%
Cc1cc(-c2cc(-c3ccccc3)on2)nc(NC2CCCC2)n1	·	-1.8%
C/C(Cn1nnc([N+](=O)[O-])n1)=N\NC(=O)c1ccc(C)cc1	·	-3.8%
CCOC(=O)Cn1nc(C)c2ccccc2c1=O	·	0.0%
CC(C)n1cnc2c(=S)nc[nH]c21	·	4.8%

Grouped by structure: the entries above containing a cyano group.
SMILES	RmlCD inh 1536	GlmU inhibition
CC1CCc2c(sc(NC(=O)COC(=O)C3CCCO3)c2C#N)C1 (centres undefined)	11	-6.4%
N#CC1=C(N)Oc2n[nH]c(-c3ccc(F)cc3)c2C1c1cccc(OC(=O)N2CCOCC2)c1 (centres undefined)	7	-4.3%&-3.8%

More compounds follow:
SMILES	RmlCD inh 1536	GlmU inhibition
COc1ccccc1N1CCN(C2CCN(C(=O)c3ccc(F)cc3)CC2)CC1	·	5.5%
CN1CCC(N2CCN(c3cccc(C(F)(F)F)c3)CC2)CC1	36	-1.4%
COc1cccc(/C=C2\C(=O)N(c3cccc(C)c3)C(=O)c3ccccc32)c1	-9	-3.8%
CCc1ccc(NC(=O)c2onc(C)c2Cl)cc1	-9	0.2%
O=C(NC1=NCCS1)Nc1ccccc1	9	3.0%
CCn1cc(C(=O)O)c(=O)c2cnc(N3CCN(C(=S)Nc4ccccc4C(F)(F)F)CC3)nc21	-5	4.5%
Cn1c(=O)[nH]c(=O)c2c1nc(N(CCO)Cc1ccccc1)n2Cc1ccccc1Cl	·	-1.4%
CCN(C(=O)c1ccco1)c1nnc(-c2ccc(OC)cc2)s1	·	0.7%
O=C(COC(=O)/C=C/c1cccc(F)c1)NNC(=O)c1ccccc1	0	-7.9%
CCN(C(=O)CN1CCN(C)CC1)c1cccc2ccccc12	7	-3.0%
CCOC(=O)C1CCN(C(=O)CCc2c(C)nc3cc(-c4ccccc4)nn3c2C)CC1	-1	7.8%
N#Cc1c(-c2ccc(F)cc2)cc(C2CC2)nc1SCC(=O)c1cccs1	-6	0.8%
COc1ccc([N+](=O)[O-])c(OC)c1C(=O)Nc1ccc(F)cc1F	·	2.5%
CCOC(=O)c1sc2nc(CC(=O)OC)nc(NCCN3CCOCC3)c2c1C	10	-1.7%
Clc1nc(Cl)nc(-c2cn(-c3ccccc3)c3ccccc23)n1	·	1.4%
COC(=O)[C@@](C)(O)C1(C(=O)SC(C)(C)C)CC1	·	1.0%
Cn1cccc1C(=O)NC(=O)CSc1nnc(C2CC2)n1-c1ccccc1	-4	2.7%
CCCn1c(SC/C(O)=C(\C#N)c2nc3ccccc3[nH]2)n[nH]c1=O	-13	4.1%
O=C(CN1CCN(c2ccccn2)CC1)N1CC(O)CO1 (centres undefined)	·	0.5%
Cc1ccc(NC(=S)NCCN2CCOCC2)cc1C	8	-4.8%
CC1(C)O[C@@H]1COc1c2ccoc2cc2oc(=O)ccc12	·	1.9%
S=C(NCCSCc1ccc(Cl)cc1)Nc1ccccc1	-5	·
O=C(CCCCCn1c(=O)[nH]c2ccccc2c1=O)NCCc1c[nH]c2ccccc12	·	1.3%
O=C(COC(=O)c1ccc([N+](=O)[O-])o1)Nc1cccc(S(=O)(=O)N2CCOCC2)c1	5	1.8%
O=C(CSc1nc2ccc([N+](=O)[O-])cc2[nH]1)NCCc1ccccc1	-1	-2.1%
Fc1ccc(CN2CCCN(Cc3nc(-c4ccc5c(c4)OCO5)no3)CC2)cc1	-2	0.2%
COc1ccc(NC(=O)C(Cc2ccccc2)NC(=O)c2ccco2)cc1OC (centres undefined)	8	-0.3%
Cc1ccc(S(=O)(=O)N2CCCCC2)cc1NC(=O)CSc1nncn1-c1ccccc1	6	-0.2%
CC(C)O/N=C1\C(=O)N(c2ccccc2)c2ccccc21	21	-1.4%
CCOC(=O)C1CCCN(C(=O)c2sc3nc(-c4ccc(F)cc4)cn3c2C)C1 (centres undefined)	·	7.3%
CCOC(=O)Cc1csc(NC(=O)c2sc3nc4cc(C)ccc4cc3c2N)n1	-9	-0.6%
CC(CN1CCOCC1)OC(=O)C(C)(c1ccccc1)c1ccccc1 (centres undefined)	-7	0.5%
COc1ccc(N2CCN(C(=O)Cn3cnc4c3c(=O)n(C)c(=O)n4C)CC2)cc1	-1	1.1%
CC1CN(C(=O)Nc2ccc(Br)cc2Cl)CC(C)O1 (centres undefined)	-13	3.4%
CCN(c1ccccc1)S(=O)(=O)c1ccc(C(=O)NCCCn2ccnc2)cc1	-6	-1.1%
Cc1ccc(C(=O)C(c2ccccc2)N2Cc3ccccc3C2=N)cc1 (centres undefined)	·	2.0%
Cc1onc(-c2ccccc2)c1C(=O)Nc1nnc(N2CCCCCC2)s1	-19	1.3%
COc1ccc(/C(C)=N/Nc2cccc(C(=O)O)c2)cc1OC	-12	0.1%
CCn1cc(/C=C2/SC(=S)NC2=O)c(C)n1	·	13%*
Cc1nn(C)c(=O)n1-c1ccc(OCc2ccccc2)cc1	14	-5.4%
Nc1ccc(Sc2ccccc2CC(=O)O)cc1	12	3.9%
CCNC(=S)N(Cc1cc2c(C)ccc(C)c2[nH]c1=O)C1CCCC1	-1	-3.3%
O=C(CNS(=O)(=O)c1ccc2ccccc2c1)OCc1nnc(-c2ccccc2)o1	10	3.8%
Cc1ccccc1-n1c(O)c(C=NCCN2CCOCC2)c(=O)[nH]c1=O	·	1.6%
CCO/C=C1/C(=O)N(C(C)=O)c2ccccc21	4	-0.9%
Cc1nnc(Sc2nc3c(c(=O)[nH]c(=O)n3C)n2CCCc2ccccc2)s1	6	2.5%
COCCSc1ccccc1C(=O)N1CCOCC1	·	1.3%
O=C1NCCCc2nonc21	10	-0.4%
COc1ccccc1NC(=S)NC(NC(=O)CC(C)C)C(Cl)(Cl)Cl (centres undefined)	5	-2.3%
CSCCC(NC(=O)c1ccco1)C(=O)OCC(=O)Nc1sccc1C#N (centres undefined)	16	·

Six consecutive records already listed:
SMILES	RmlCD inh 1536	GlmU inhibition
Cc1ccccc1-n1c(O)c(C=NCCN2CCOCC2)c(=O)[nH]c1=O	·	1.6%
CCO/C=C1/C(=O)N(C(C)=O)c2ccccc21	4	-0.9%
Cc1nnc(Sc2nc3c(c(=O)[nH]c(=O)n3C)n2CCCc2ccccc2)s1	6	2.5%
COCCSc1ccccc1C(=O)N1CCOCC1	·	1.3%
O=C1NCCCc2nonc21	10	-0.4%
COc1ccccc1NC(=S)NC(NC(=O)CC(C)C)C(Cl)(Cl)Cl (centres undefined)	5	-2.3%

The list continues.
SMILES	RmlCD inh 1536	GlmU inhibition
Cc1nn(-c2ccccc2)c(C)c1/C=N/NC(=O)CSc1nnc(SCc2ccccc2Cl)s1	·	6.9%
Cc1sc2ncnc(SCC(=O)Nc3nc(-c4ccc(F)c(F)c4)cs3)c2c1C	·	-9.1%
COCCn1c(C)cc(C(=O)CSc2ncnc3sc4c(c23)CCC4)c1C	-1	-1.3%
CC(C)NC(=O)c1onc(CSc2ccc(F)c(F)c2)c1C(=O)O	·	1.9%
